FXIa inh: factor XIa (human) inhibition | P03951 | purified FXIa, Boc-Glu-Ala-Arg-AMC fluorogenic substrate | inhibition, % at 5 µM | 0.14% of 220,000 active | AID 798;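 active = inhibition of at least 40%; inactive = inhibition below 40%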;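 also: fluorescence of freed AMC excited at 355 nm; 0% = enzyme without compound and 100% = no enzyme blank; many of its hits are not listed in these tables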
TNF death inh: inhibitors of TNF-alpha induced necroptosis in Jurkat FADD-/- cells | Jurkat FADD-/- TNF necroptosis rescue, ATP luminescence, 24 h; 0 = TNF only, 100 = no-TNF cells | activation (protection from cell death), % at 10 µM | 0.068% of 220,000 active;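 active = activation, meaning protection from cell death, of at least 50% relative to plate controls; inactive = activation below 50%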;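 also: necroptosis triggered by 40 ng/mL TNF-alpha added together with compound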
PGE2 EP2 inh: blocks the human prostaglandin E2 receptor EP2 | P43116 | C6 glioma cells expressing human EP2, cAMP TR-FRET; cells stimulated with saturating PGE2 | inhibition, % at 25 µM | 0.52% of 260,000 active;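 active = percent inhibition above 40 after rounding to a whole number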;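 also: rat C6 glioma host cells with rolipram phosphodiesterase inhibitor present; the protocol text gives 20 µM as final concentration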
Target sequence (P43116 whole entry, looked up): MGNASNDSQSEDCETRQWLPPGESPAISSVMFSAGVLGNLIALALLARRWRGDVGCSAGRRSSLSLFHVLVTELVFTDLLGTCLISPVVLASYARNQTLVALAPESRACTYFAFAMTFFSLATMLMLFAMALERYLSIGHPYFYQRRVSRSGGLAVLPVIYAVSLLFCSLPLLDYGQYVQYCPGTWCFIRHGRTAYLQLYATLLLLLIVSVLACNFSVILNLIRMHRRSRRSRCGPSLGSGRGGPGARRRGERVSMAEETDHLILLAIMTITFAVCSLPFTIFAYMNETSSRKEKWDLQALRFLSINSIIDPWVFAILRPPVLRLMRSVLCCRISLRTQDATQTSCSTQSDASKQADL
Wee1 stabilizer: human Wee1 degradation inhibition, primary screen; P30291; HeLa Luc-Wee1K328M stability, luciferase luminescence; 100% = proteasome inhibitor MG132 effect; reporter increase, % at 5 µM; 1.2% of 220,000 active;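 active = activation above the mean of all tested compounds plus 3 SD, set per screening run, cut at about 8.8% in these data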;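 also: cells exposed to compound for 20 h before luminescence read; 0% = DMSO alone and 100% = MG132 at 30 µM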
Target sequence (P30291 whole entry K328M): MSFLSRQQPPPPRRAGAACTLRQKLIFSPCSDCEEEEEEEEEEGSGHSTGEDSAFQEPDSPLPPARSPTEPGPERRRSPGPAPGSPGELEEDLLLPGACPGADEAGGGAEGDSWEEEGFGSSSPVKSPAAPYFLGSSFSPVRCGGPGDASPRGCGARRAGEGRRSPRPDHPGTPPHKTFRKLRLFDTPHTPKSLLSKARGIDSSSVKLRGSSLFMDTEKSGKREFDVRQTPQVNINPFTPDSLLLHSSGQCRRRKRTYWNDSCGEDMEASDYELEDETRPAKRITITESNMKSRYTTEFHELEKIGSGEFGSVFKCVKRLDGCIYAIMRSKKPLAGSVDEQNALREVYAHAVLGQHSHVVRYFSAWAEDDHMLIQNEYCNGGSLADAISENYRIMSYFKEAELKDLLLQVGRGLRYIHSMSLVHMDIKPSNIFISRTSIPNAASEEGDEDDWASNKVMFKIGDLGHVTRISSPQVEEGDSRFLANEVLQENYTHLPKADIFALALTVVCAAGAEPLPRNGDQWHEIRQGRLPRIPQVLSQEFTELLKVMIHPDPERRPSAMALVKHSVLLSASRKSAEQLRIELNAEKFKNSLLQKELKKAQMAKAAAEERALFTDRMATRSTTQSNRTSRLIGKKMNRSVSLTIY
CHOP inhibitor: blocks CHOP induction under ER stress. CHO-K1 CHOP-promoter luciferase, tunicamycin-induced, 15-18 h. inhibition, % at 10 µM. 3.8% of 220,000 active;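 active = compounds that reduced the stress-induced luciferase reporter signal by more than about 70% of percent inhibition, limit read from the data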;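 also: 0% = tunicamycin plus vehicle and 100% = wells without tunicamycin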
FXIIa inh 1536: blocks human coagulation factor XIIa protease activity. 0.3% of 220,000 active. inhibition, % at 5 µM. purified FXIIa, Boc-QGR-AMC fluorogenic substrate, 2 h; in the data active = inhibition above about 40%;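 also: 0% = enzyme with no compound and 100% = blank without enzyme; many of its hits are not listed in these tables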
zVAD death inh: blocks zVAD induced death of L929 cells; L929 zVAD necroptosis rescue, ATP luminescence, 24 h; with zVAD 60 µM; viability rescue, % at 10 µM; 0.38% of 220,000 active;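 active = activation, scaled between plate controls, above about 75%, limit read from the data; inactive = activation under that limit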;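 also: 0% = zVAD with DMSO and 100% = DMSO alone without zVAD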
Tb hexokinase: T. brucei hexokinase 1 inhibition | inhibition, % at 10 µM | recombinant TbHK1, G6PDH-coupled NADH A340 | 0.11% of 220,000 active;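 active = inhibition of 50% or more in the single-dose primary screen; inactive = inhibition below 50%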
PPC-1+TRAIL kill: kills PPC-1 cancer cells in the presence of TRAIL | PPC-1 cells + TRAIL, ATPLite viability luminescence | cell killing (% activity), % at 4 µM | 0.41% of 220,000 active | AID 1443;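 active = cell killing above 50% in the first pass at 4 µM, then a duplicate retest at 5 µM averaging 50% or more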;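 also: plate controls were cells with TRAIL plus DMSO for no effect and medium-only wells lacking cells for full effect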
Starred values were filed as active, the others as inactive; / = not tested or not shown; & = joins results of further samples.

SMILES	FXIa inh	TNF death inh	PGE2 EP2 inh	Wee1 stabilizer	CHOP inhibitor	FXIIa inh 1536	zVAD death inh	Tb hexokinase	PPC-1+TRAIL kill
CC(C)CCn1cnc2c(c1=O)c1nc3ccccc3nc1n2Cc1ccc2c(c1)OCO2	6	-6.0	4	-4	41	3	-0.6	1	8
CCCc1cc(=O)n2[nH]c(-c3ccccc3)cc2n1	21	0.1	26	-3	19	28	0.5	6	16
O=C(NC1CCCCC1)N(Cc1ccc(F)cc1)Cc1nc2ccccc2c(=O)[nH]1	8	0.4	22&13	1	59	21	0.8	-5	17
O=C1CN(C(=O)COC(=O)c2ccccc2NCc2ccco2)c2ccccc2N1	0	-1.9	8	-1	-2	1	-0.5	-11	-2
CCCCNC(=O)Nc1cc(C(=O)OC)ccc1C	0	0.5	11	-1	29	5	2.4	-6	14
O=C(Nc1nncs1)Oc1ccccc1	-3	0.3	4	1	16	4	0.1	8	-8
c1ccc(C2C3=C(Nc4ncnn42)c2ccccc2CCC3)cc1 (stereo not given)	7	-0.9	4	-3	15	-3	-0.1	-2	-15
Cc1cccc(OCC(=O)N2CCN(C(=O)c3ccc([N+](=O)[O-])cc3)CC2)c1	-5	0.3	1	2	-15	3	-0.8	3	8
Brc1ccc(-c2ccc(/C=N/Nc3nc4ccccc4[nH]3)o2)cc1	8	0.9	8	0	13	10	1.1	-2	12
O=C(CSc1nnc(Nc2ccccc2)s1)NCCN1C(=O)CSC1=O	-1	0.0	7	-1	1	1	1.5	0	22
CC1CCCN(S(=O)(=O)c2ccc(S(=O)(=O)NC(C)c3cccs3)cc2)C1 (stereo not given)	4	2.0	9&15	-1	32	13	-0.4	5	13
CCn1c(=O)cc(SCC(=O)N2CCN(C3CCCCC3)CC2)c2ccccc21	-4	-3.5	10	-1	6	-11	-0.3	-10	17
Cc1nc(SCC(=O)NCCc2ccccc2)nc(C)c1C	-5	0.4	12	0	1	2	0.7	-5	13
CC1(C)Cc2ccccc2C(/C(=N\Nc2cccc(Cl)c2)C(N)=O)=N1	-3	2.9	13	1	87*	12	8.8	9	1
Cc1ccc(C(=O)NCC(=O)OCC(=O)NCC(F)(F)F)cc1	-6	1.0	12	-3	3	-1	2.1	-4	-13
COc1ccc(-c2cc3ccccc3n2CC(O)CNC(CO)(CO)CO)cc1 (stereo not given)	-4	-0.3	5	-2	-4	-9	0.3	11	-8
O=C(CN1CCN(c2nc(-c3ccccc3)cs2)CC1)NNC(=O)c1ccco1	3	3.1	6	-2	27	12	0.3	-5	-10
CC12CCC(C(=O)N(CSC(=S)N/N=C\c3ccccc3)C1=O)C2(C)C (stereo not given)	10	1.5	/	-1	65	16	0.0	-10	8
COc1ccc(OC)c(C2=NOC(C(=O)Nc3cccnc3)C2)c1 (stereo not given)	-3	-1.7	5	-1	-9	13	0.2	-7	2
CSc1nccc(-c2nn(-c3ccc(C)cc3)ccc2=O)n1	-11	-8.2	10	3	/	16	-0.8	-25	0
O=C(Cc1cccs1)Nc1ccc(-c2nnc(-c3ccccc3)o2)cc1	/	-0.5	12	5	/	/	-0.5	-23	/
COc1ccc2nc(-n3c(C)ccc3C)sc2c1	-1	-2.3	9	1	29	-5	0.7	0	21
CCOc1ccccc1N(CC(=O)N1CCCCCC1)S(C)(=O)=O	-14	-1.3	5	-1	38	6	-0.1	-6	6
Cc1ccc2c(c1)C(=NC1CCCCC1)c1cc3ccccc3nc1-2	7	-0.4	8	3	53	11	29	-9	14
CCOC(=O)c1ccc2nc(NC(=O)c3ccco3)sc2c1	5	-6.7	/	3	0	16	-0.1	-19	12
SMILES	FXIa inh	TNF death inh	PGE2 EP2 inh	Wee1 stabilizer	CHOP inhibitor	FXIIa inh 1536	zVAD death inh	Tb hexokinase	PPC-1+TRAIL kill
CC(C)c1nc2n[nH]c(N)c2c2c1CSC(C)(C)C2	-2	-3.1	19	1	47	10	1.7	-14	9
O=C(NNc1nc2c(F)cc(F)cc2s1)c1ccccc1	-2	0.6	3	-1	13	4	2.2	-2	8
CN(C(=O)c1ccc2c(c1)CCO2)C(C)(C)C	-3	6.7	3	0	0	4	0.8	0	-17
O=c1c2sccc2[nH]c(=S)n1Cc1ccccc1	7	0.5	8	-3	17	13	-0.7	-9	24
COCCNC(=O)c1cn(C)c2ccc(S(=O)(=O)N(C)C3CCCCC3)cc2c1=O	-9	-3.1	8	1	19	-3	2.9	-11	16
O=c1c(Cl)c(Cl)cnn1Cc1nnc(-c2ccccc2Br)o1	-3	-16	19	4	104*	4	42	0	16
O=C(NCCN1C(=O)C2C3C=CC(C3)C2C1=O)Nc1cccnc1 (stereo not given)	6	0.1	6	0	38	16	-0.2	-2	0
CC(=O)Nc1ccc(OCCCNC(=O)c2c(-c3ccccc3)noc2C)cc1	-1	-2.4	16	1	21	5	0.4	-12	20
COC(=O)Cc1cc(=O)n2[nH]c(C)c(-c3ccccc3)c2n1	2	-1.0	10	-1	11	2	0.1	-6	5
Cc1ccc(SCCOCCN2CCc3ccccc3C2)cc1	-10	0.5	1	-1	41	-6	0.0	0	27
COCCCNC(=O)CNC(=S)N(Cc1ccc(F)cc1)C1CCCCC1	-2	-1.4	12	10*	24	-10	-0.3	-3	6
CC1CN(S(=O)(=O)c2ccc(C(=O)Nc3nccs3)cc2)CC(C)O1 (stereo not given)	1	23	9	-2	17	5	84*	-14	-16
COc1cccc(/C=N/NC(=O)C(=O)NCc2cccnc2)c1OC	-3	0.4	11	-2	12	7	5.8	-7	3
CN(Cc1cc2ccccc2[nH]c1=O)C(=O)C1CCCCC1	1	3.6	14	-3	13	9	2.9	-18	8
CN1CCC/C1=C1/C(=O)N(c2ccccc2)N=C1NC(=O)Nc1cccc(Cl)c1	-3	2.5	4	3	-4	3	6.6	-8	-2
CC(C(=O)Nc1ccc2c(c1)OCO2)N(c1ccc(Cl)cc1)S(C)(=O)=O (stereo not given)	19	-1.2	13	-2	10	26	-0.4	-4	5
COc1ccc(NC(=O)C(NCC(C)C)c2ccccc2)cc1Cl (stereo not given)	-5	2.1	9	2	4	2	0.5	3	-3
CCOC(=O)C(NC(=O)CC)(Nc1ccccc1)C(F)(F)F (stereo not given)	3	-0.8	10	-4	15	4	/	-2	8
c1ccc(N2CCN(C3CCSC3)CC2)cc1 (stereo not given)	2	0.8	4	-1	1	7	1.9	-9	18
Fc1ccc(Br)cc1C1C=C(c2cccnc2)Nc2ncnn21 (stereo not given)	1	-7.0	12	0	/	5	0.1	1	-2
Cc1cccc(NC(=O)c2cc([N+](=O)[O-])ccc2N2CCCCC2)n1	5	0.0	6	6	28	-6	0.4	-1	11
CC(C)CN(C(=O)COC(=O)CNC(=O)c1ccccc1F)C1CCS(=O)(=O)C1 (stereo not given)	2	0.5	4	-3	-16	-1	1.9	1	6
Cc1ccc(C(=O)c2c(NC(=O)c3cccnc3)sc3c2CCCC3)cc1	-7	-2.6	8	-1	36	-7	0.2	-5	7
COc1ccc(-c2nc(CNS(=O)(=O)c3cc(OC)ccc3OC)cs2)cc1	3	-0.9	7	6	47	8	2.5	7	11
N#Cc1ccc(NCC(=O)Nc2ccc3c(c2)OCCO3)cc1	-9	2.1	4	-5	1	7	66	4	7

14 of the compounds above, as a markdown table.
| Structure | FXIa inh | TNF death inh | PGE2 EP2 inh | Wee1 stabilizer | CHOP inhibitor | FXIIa inh 1536 | zVAD death inh | Tb hexokinase | PPC-1+TRAIL kill |
| --- | --- | --- | --- | --- | --- | --- | --- | --- | --- |
| CC1CN(S(=O)(=O)c2ccc(C(=O)Nc3nccs3)cc2)CC(C)O1 (stereo not given) | 1 | 23 | 9 | -2 | 17 | 5 | 84* | -14 | -16 |
| COc1cccc(/C=N/NC(=O)C(=O)NCc2cccnc2)c1OC | -3 | 0.4 | 11 | -2 | 12 | 7 | 5.8 | -7 | 3 |
| CN(Cc1cc2ccccc2[nH]c1=O)C(=O)C1CCCCC1 | 1 | 3.6 | 14 | -3 | 13 | 9 | 2.9 | -18 | 8 |
| CN1CCC/C1=C1/C(=O)N(c2ccccc2)N=C1NC(=O)Nc1cccc(Cl)c1 | -3 | 2.5 | 4 | 3 | -4 | 3 | 6.6 | -8 | -2 |
| CC(C(=O)Nc1ccc2c(c1)OCO2)N(c1ccc(Cl)cc1)S(C)(=O)=O (stereo not given) | 19 | -1.2 | 13 | -2 | 10 | 26 | -0.4 | -4 | 5 |
| COc1ccc(NC(=O)C(NCC(C)C)c2ccccc2)cc1Cl (stereo not given) | -5 | 2.1 | 9 | 2 | 4 | 2 | 0.5 | 3 | -3 |
| CCOC(=O)C(NC(=O)CC)(Nc1ccccc1)C(F)(F)F (stereo not given) | 3 | -0.8 | 10 | -4 | 15 | 4 | / | -2 | 8 |
| c1ccc(N2CCN(C3CCSC3)CC2)cc1 (stereo not given) | 2 | 0.8 | 4 | -1 | 1 | 7 | 1.9 | -9 | 18 |
| Fc1ccc(Br)cc1C1C=C(c2cccnc2)Nc2ncnn21 (stereo not given) | 1 | -7.0 | 12 | 0 | / | 5 | 0.1 | 1 | -2 |
| Cc1cccc(NC(=O)c2cc([N+](=O)[O-])ccc2N2CCCCC2)n1 | 5 | 0.0 | 6 | 6 | 28 | -6 | 0.4 | -1 | 11 |
| CC(C)CN(C(=O)COC(=O)CNC(=O)c1ccccc1F)C1CCS(=O)(=O)C1 (stereo not given) | 2 | 0.5 | 4 | -3 | -16 | -1 | 1.9 | 1 | 6 |
| Cc1ccc(C(=O)c2c(NC(=O)c3cccnc3)sc3c2CCCC3)cc1 | -7 | -2.6 | 8 | -1 | 36 | -7 | 0.2 | -5 | 7 |
| COc1ccc(-c2nc(CNS(=O)(=O)c3cc(OC)ccc3OC)cs2)cc1 | 3 | -0.9 | 7 | 6 | 47 | 8 | 2.5 | 7 | 11 |
| N#Cc1ccc(NCC(=O)Nc2ccc3c(c2)OCCO3)cc1 | -9 | 2.1 | 4 | -5 | 1 | 7 | 66 | 4 | 7 |

Record cards, from the list above.
Record of O=c1c(Cl)c(Cl)cnn1Cc1nnc(-c2ccccc2Br)o1 = FXIa inh = -3; TNF death inh = -16; PGE2 EP2 inh = 19; Wee1 stabilizer = 4; CHOP inhibitor = 104*; FXIIa inh 1536 = 4; zVAD death inh = 42; Tb hexokinase = 0; PPC-1+TRAIL kill = 16
Record of CC(C)c1nc2n[nH]c(N)c2c2c1CSC(C)(C)C2 = FXIa inh = -2; TNF death inh = -3.1; PGE2 EP2 inh = 19; Wee1 stabilizer = 1; CHOP inhibitor = 47; FXIIa inh 1536 = 10; zVAD death inh = 1.7; Tb hexokinase = -14; PPC-1+TRAIL kill = 9

The list is partial (hit frequency here may not be typical).
